Assay outcomes: PubChem BioAssay, several laboratories
CRFBP-R2 block: antagonists of CRF-binding protein/CRF-R2 receptor complex; HEK293 CRF-R2/CRF-BP, CRF-induced calcium fluorescence; inhibition, % at 11.8 µM; 350,000 tested, 0.59% active; AID 588475;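 active = inhibition of the ligand-induced calcium signal above about 50% at the single tested concentration, limit read from the data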
CHRM4 agonist: CHRM4 agonism in calcium assay | AID 624127 | P08173 | CHO-K1 hM4/Gqi5, Fluo-8 calcium fluorescence; vehicle 0%, full acetylcholine response 100% | 360,000 tested, 0.14% active | activation, % at 3 µM;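 active = activation above the run mean over all test wells plus 3 SD, cut at about 32% in these data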;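 also: peak over basal fluorescence ratio per well then scaled between controls; 0% = DMSO wells and 100% = acetylcholine at EC100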
Target sequence (P08173 whole entry, looked up): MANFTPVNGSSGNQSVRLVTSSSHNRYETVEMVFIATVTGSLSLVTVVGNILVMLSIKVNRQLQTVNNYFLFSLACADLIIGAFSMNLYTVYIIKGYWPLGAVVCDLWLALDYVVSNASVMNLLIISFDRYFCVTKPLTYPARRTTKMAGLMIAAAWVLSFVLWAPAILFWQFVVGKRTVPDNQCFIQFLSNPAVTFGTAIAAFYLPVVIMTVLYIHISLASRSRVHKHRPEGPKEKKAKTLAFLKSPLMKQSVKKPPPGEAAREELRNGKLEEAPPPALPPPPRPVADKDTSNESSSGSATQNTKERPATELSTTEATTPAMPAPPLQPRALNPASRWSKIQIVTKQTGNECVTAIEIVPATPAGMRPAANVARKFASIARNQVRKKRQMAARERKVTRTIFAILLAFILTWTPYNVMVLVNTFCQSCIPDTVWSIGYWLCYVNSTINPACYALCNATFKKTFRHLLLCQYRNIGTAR
M5 ag: CHRM5 agonism in calcium assay. P08912. CHO-K1 hM5 cells, Fluo-8 calcium fluorescence; 0% DMSO wells, 100% maximal acetylcholine response. activation, % at 3 µM. 360,000 tested, 0.19% active. AID 624037;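 active = activation above the run's mean over test compounds plus 3 SD, cut at about 23% in these data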;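 also: signal is peak over basal fluorescence ratio across the kinetic read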
Target sequence (P08912 whole entry, looked up): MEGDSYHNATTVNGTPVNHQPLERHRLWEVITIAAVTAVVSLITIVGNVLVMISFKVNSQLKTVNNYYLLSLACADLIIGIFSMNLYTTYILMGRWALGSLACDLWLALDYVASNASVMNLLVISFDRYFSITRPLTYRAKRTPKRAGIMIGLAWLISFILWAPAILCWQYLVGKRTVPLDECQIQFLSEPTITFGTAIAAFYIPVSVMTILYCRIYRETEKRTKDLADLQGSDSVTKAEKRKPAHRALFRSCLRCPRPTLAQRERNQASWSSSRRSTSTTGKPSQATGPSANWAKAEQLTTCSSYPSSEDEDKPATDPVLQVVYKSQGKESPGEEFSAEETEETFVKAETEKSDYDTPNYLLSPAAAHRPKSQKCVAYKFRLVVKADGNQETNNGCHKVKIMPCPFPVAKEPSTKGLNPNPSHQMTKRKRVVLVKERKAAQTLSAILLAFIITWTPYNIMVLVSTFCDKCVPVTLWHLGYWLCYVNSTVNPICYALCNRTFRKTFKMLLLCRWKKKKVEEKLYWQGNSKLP
M4 PAM: CHRM4 positive allosteric modulation; AID 624126; activation, % at 3 µM; CHO-K1 hM4/Gqi5, Fluo-8 calcium fluorescence, ACh EC20; 0% = ACh EC20, 100% = maximal ACh; 360,000 tested, 0.4% active;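 active = activation above its plate's cutoff, the mean activation of sample wells plus 3 SD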; also: some results filed as inactive read as strong as hits
M5 antag: blocks acetylcholine activation of human M5 receptor; P08912; CHO-hM5 cells, Fluo-8 calcium fluorescence, ACh EC80; inhibition, % at 3 µM; 360,000 tested, 0.59% active;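 active = inhibition above a per-plate cutoff, the mean of that plate's test compounds plus 3 SD, cut at about 27% in these data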;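 also: 0% = acetylcholine EC80 with DMSO and 100% = DMSO without agonist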
CHRM4 antagonist: blocks acetylcholine activation of human M4 receptor; P08173; CHO-hM4 cells, ACh EC80, Fluo-8 calcium fluorescence; inhibition, % at 3 µM; 360,000 tested, 0.73% active; AID 624125;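 active = inhibition above its plate's cutoff, the mean inhibition of sample wells plus 3 SD, cut at about 27% in these data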;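 also: 0% = acetylcholine EC80 with DMSO and 100% = DMSO without agonist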
M5 PAM: potentiates acetylcholine response at human M5 receptor. activation, % at 3 µM. 360,000 tested, 0.3% active. P08912. CHO-K1 hM5, Fluo-8 calcium, ACh EC20 PAM; 0% = ACh EC20, 100% = ACh EC100;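 active = activation above the run cutoff, the mean activation of all test compounds plus 3 SD, cut at about 18% in these data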
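Assay system: CHO-K1 hM5 cells. Also added: acetylcholine at EC20 concentration, added after compound. Dosing: 3 µM, single dose. Times: compound preincubation 140 s before EC20 acetylcholine addition. Signal: Fluo-8 calcium fluorescence. Measure: % activation relative to EC20 and EC100 ACh responses. Repeats: singlicate, one well per test compound.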
CRFR2-BP ag: agonists of human CRF-binding protein/CRF-R2 receptor complex; AID 588473; activation, % at 13.2 µM; 350,000 tested, 0.46% active; HEK293 CRF-R2/CRF-BP, calcium dye fluorescence (FLIPR); percent of saturating CRF peptide response;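 active = activation of at least 50%, plus an integration ratio under a set limit after plate pattern correction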;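 also: plate controls were neutral control wells without compound for no effect and CRF at EC100 for full effect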
IDE inh: inhibits human insulin-degrading enzyme in HEK cells; P14735; FAbetaB cleavage, fluorescence polarization; inhibition, % at 5.59 µM; 320,000 tested, 0.41% active; AID 434962;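 active = percent inhibition above the average of all tested compounds plus 3 SD, set per screening campaign, cut at about 16% in these data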;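 also: IDE supplied by intact live HEK cells; FP after avidin binding of uncleaved biotin substrate so inhibition keeps polarization high; 0% = DMSO wells and 100% = 60 µM reference IDE inhibitor Ii1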
* marks the source's active call; other numbers are inactive results; · = no result given.

Sequence of screens: CRFBP-R2 block, M5 ag, M4 PAM, IDE inh, CHRM4 antagonist, M5 PAM, CRFR2-BP ag, M5 antag, CHRM4 agonist
- O=C(Nc1ccccn1)C1CCN(C(=O)Nc2ccccc2)CC1
→ -2.3, -2.4, -5.3, -1.6, 13.7, -10.1, 1.2, 4.9, -0.3
- CCCC(c1nnnn1CCOC)N(Cc1cc2cc(C)c(C)cc2[nH]c1=O)CC1CCCO1 (configuration not stated)
→ 6.6, -0.3, 2.3, 4.7, -9.9, -8.1, 1.3, 7.2, 0.3
- COc1ccc(NC(=S)N(CCCN2CCC(C)CC2)Cc2cccs2)cc1Cl
→ -14.5, -11.6, -13.8, 7.7, 2.2, -0.6, 3.0, -3.4, 7.4
- O=c1[nH]c(C2CCCCC2)nc2ccccc12
→ -24.2, -2.5, 1.4, 7.1, 6.8, -2.7, -2.4, 6.2, 0.2
- COc1cc(C(C)=O)ccc1OCC(=O)Nc1ccc(S(=O)(=O)N2CCCCC2)cc1
→ 9.4, 4.0, -5.9, ·, -4.5, -10.7, 0.3, 3.5, 16.6
- CCCCCCCCCC(=O)N[C@@H]1c2cc(OC)c(OC)cc2C[C@H]1O
→ -8.0, 1.3, 3.1, ·, -12.1, -0.4, -6.0, -6.7, 6.2
- CNC(=O)c1cc(-c2ccc(Cl)cc2)n(-c2ccccc2)n1
→ 1.3, 0.4, -3.2, 3.7, -12.2, -1.0, -1.7, 0.6, 0.8
- Cc1ccc2[nH]cc(CCNC(=O)/C=C/c3ccco3)c2c1
→ 1.1, -3.2, -0.6, 5.3, 1.4, -3.4, 0.3, 10.0, 4.9
- Cc1cc(C)n2c(SCC(=O)Nc3c(C)n(C)n(-c4ccccc4)c3=O)nnc2n1
→ -3.9, 2.1, -5.4, 0.7, 15.2, 1.6, 1.4, 2.2, 0.4
- O=C(Nc1ccccc1N1CCCC1)c1ccc([N+](=O)[O-])cc1Cl
→ 14.2, -3.7, 24.9*, 1.5, -15.6, 9.2, -2.1, -14.6, 0.9

Records above shown as hits in M4 PAM:
Sequence of screens: CRFBP-R2 block, M5 ag, M4 PAM, IDE inh, CHRM4 antagonist, M5 PAM, CRFR2-BP ag, M5 antag, CHRM4 agonist
- O=C(Nc1ccccc1N1CCCC1)c1ccc([N+](=O)[O-])cc1Cl
→ 14.2, -3.7, 24.9*, 1.5, -15.6, 9.2, -2.1, -14.6, 0.9

Next section
Sequence of screens: CRFBP-R2 block, M5 ag, M4 PAM, IDE inh, CHRM4 antagonist, M5 PAM, CRFR2-BP ag, M5 antag, CHRM4 agonist
- O=S(=O)(c1ccccc1)N1CCNc2ccccc21
→ 13.8, -4.4, 6.3, ·, -7.9, -2.0, -3.1, 13.7, 0.5
- Cc1ccc(S(=O)(=O)NCC(c2cccnc2)N2CCOCC2)cc1 (configuration not stated)
→ 5.8, -2.3, 9.6, 5.7, -4.7, -2.8, -0.7, 2.6, 0.2
- COc1ccc(C=NNC(=O)c2ccccc2OCc2ccc(F)cc2)c(OC)c1
→ 8.2, 2.3, 6.1, 1.6, -15.7, 2.0, -1.0, -1.2, 1.5
- CCN(c1ccccc1)S(=O)(=O)c1ccc(OC)c(NC(=O)Cc2ccc(OC)c(OC)c2)c1
→ 3.6, -1.1, -2.7, -0.4, -5.5, -16.5, 1.1, 5.1, 12.6
- O=C(COc1ccccc1Cl)N1CCN(c2ccc([N+](=O)[O-])c(N3CCCCC3)c2)CC1
→ 5.0, -0.3, 6.1, -5.3, 15.1, 5.6, -1.0, -1.3, -2.5
- COc1ccc(C2=C(CC(=O)O)C(=O)CC2)cc1
→ 6.5, -2.4, -1.6, -2.3, 9.6, 3.7, -1.8, -1.5, 1.1
- COc1cccc(/C=C(\C#N)c2nc3ccccc3[nH]2)c1OCC(=O)O
→ -6.6, -3.8, -6.7, 0.2, 1.1, 0.7, 2.2, 7.1, 1.3
- COc1ccc(N2CC(C(=O)Nc3nc(-c4ccccc4)c(C(C)=O)s3)CC2=O)c(OC)c1 (configuration not stated)
→ 9.5, -0.9, -4.0, 1.0, -8.6, -17.0, -0.8, 10.6, 8.4
- CCOc1cc(C(C(=O)NCC2CCCO2)N(C(=O)Cn2nnc3ccccc32)c2ccc(NC(C)=O)cc2)ccc1O (configuration not stated)
→ -1.5, -2.2, 0.5, 1.2, -0.6, 2.0, 2.8, 1.2, -0.8
- COc1ccccc1OCCC(=O)OCC(=O)Nc1ccc(Br)cc1
→ 11.7, 0.4, 4.5, 6.5, -8.1, -2.3, -1.3, -3.3, 4.3
- CCn1c(SCc2nc3cc(OC)c(OC)cc3c(=O)[nH]2)nnc1-c1ccncc1
→ 28.1, -4.0, 7.4, 4.8, 2.2, 6.0, -1.7, -6.5, 0.1
- O=C(OCCCCOC(=O)c1ccccc1)c1ccccc1
→ -8.4, 0.4, -1.5, 6.0, 0.0, -1.0, 2.0, 8.7, -1.2
- CC(C)(C)c1cc(NCc2ccccn2)n2ncc(-c3ccccc3)c2n1
→ -14.3, 2.6, 2.6, -3.0, -5.8, 11.1, 0.7, -2.9, -1.2
- O=C1CC(c2ccccc2Cl)=NN(c2ncnc3ccccc23)C1=O
→ 1.6, -0.9, 3.2, -4.0, 0.4, -4.6, 0.8, 6.9, 4.3
- COc1cccc(-n2nnnc2SCC(=O)N2CCCc3ccccc32)c1
→ -57.1, -1.7, -9.9, 5.7, -1.9, -12.6, -2.2, 9.8, 11.2
- COc1cccc(-n2nnnc2SCC(=O)Nc2cccc(C)n2)c1
→ 5.2, 1.7, -5.2, -3.8, 4.1, -8.0, -0.9, 9.6, 3.3
- OCC1(CCc2ccccc2)CCN(Cc2ccc(OC(F)F)cc2)CC1
→ -37.9, -10.0, -14.0, ·, -4.9, -6.2, -1.3, 0.0, 4.0
- CCc1ccc(C2c3[nH]c4ccccc4c3CCN2C(=O)CNC(N)=O)cc1 (configuration not stated)
→ -25.9, 1.9, -4.3, -2.6, 1.5, 0.7, 6.9, 6.8, 0.2
- Cc1occc1-c1nnc(SCC(=O)c2ccc(F)cc2)n1Cc1ccco1
→ -7.8, -5.0, -4.5, -2.4, 22.2, 4.7, -0.8, 5.1, 1.5
- C/C(=N\Nc1ccccn1)c1ccc(Br)s1
→ -12.1, 1.7, 1.6, 12.3, -1.3, 0.8, 1.2, -7.2, -0.5
- Cc1cc(C)c2sc(N(CCCN(C)C)C(=O)c3ccc(S(=O)(=O)N4CCCc5ccccc54)cc3)nc2c1
→ -19.7, -3.0, -3.2, -1.0, -1.3, 2.3, 0.9, 9.7, 13.2
- Cc1ccc(NC(=O)CC2SC(=NC3CCCCC3)NC2=O)cc1 (configuration not stated)
→ -0.2, -5.1, 18.4*, -3.9, -8.5, 0.9, -6.7, -1.9, 0.0
- COc1cc(OC)c(-c2sc(Nc3ccccc3)n[n+]2-c2ccc(F)cc2)cc1OC
→ -7.8, -0.2, 7.4, 0.4, 0.3, 4.3, 0.8, 8.8, -0.2
- CCOc1ccc(N(C(=O)c2cc3ccccc3oc2=O)C2C=CS(=O)(=O)C2)cc1 (configuration not stated)
→ -2.1, 2.5, 5.5, 2.4, -2.5, 5.3, -0.4, 4.7, 1.7
- C=CCN1C(=O)/C(=N/n2cnnc2)c2ccccc21
→ -12.5, -1.1, 0.8, 3.7, 1.4, 5.6, 0.1, -2.1, 0.5
- CCC(=O)NC(=S)Nc1ccc(NC(=O)c2ccco2)cc1
→ -3.1, -1.6, -2.8, -1.3, 5.8, -5.1, 2.0, -2.6, 1.1
- COc1ccc(C(=O)N2CCN(c3ccc(NC(=O)c4cccnc4)cc3)CC2)cc1
→ 12.5, 4.9, 3.6, -2.0, -11.7, 3.5, 0.9, -13.3, 6.0
- Cc1cc(=O)oc(C)c1C(=O)n1nc(C)c2c1C[C@@H]1[C@H]2C1(C)C
→ -2.8, -0.4, -3.5, -9.8, 7.4, -5.9, 0.5, 2.2, -0.1
- Cc1ccc(NC(=O)CCC(=O)c2cccs2)cc1
→ -3.5, -0.3, 15.7, -1.8, -1.2, 7.5, -0.9, -2.4, 0.7
- COc1ccc(NC(=O)CSCc2cc(=O)n3ccsc3n2)cc1
→ -4.7, -4.2, 6.3, 1.1, 1.9, -3.9, 3.3, 12.4, 1.5
- Cc1ccc(/C(O)=C2\C(=O)C(=O)N(CCN(C)C)C2c2ccccc2F)cc1 (configuration not stated)
→ -9.1, -1.9, 3.1, -2.8, 7.4, -2.5, -0.5, 7.0, 0.6
- O=C(Cc1coc2cc(O)ccc12)NNC(=O)c1ccc(Br)s1
→ 9.2, -0.1, 0.3, 9.5, 2.9, -1.5, 1.4, 0.4, -1.1
- CC(C)(C)N/N=C/c1cc(Cl)cc([N+](=O)[O-])c1O
→ 30.9, 0.0, -8.2, -3.3, 2.8, -18.8, 1.6, 20.2, 9.7
- C=CCn1c(SCC(N)=O)nnc1-c1cc(Br)ccc1O
→ -21.6, -0.5, 5.2, -0.6, -0.4, -0.3, -0.9, 4.0, 0.3
- COc1ccc(N2C(=O)CSC23C(=O)Nc2ccccc23)cc1OC (configuration not stated)
→ 8.5, -2.0, 1.2, -1.7, 9.1, 1.4, -0.4, 0.1, -0.7
- CCOC(=O)COc1c(C=O)cc(Br)cc1OC
→ 12.8, -2.8, 3.0, 0.5, -0.1, -1.5, -0.8, 2.2, -0.4
- Cc1cc(/C=C2\SC(=S)NC2=O)c(C)n1-c1ccccc1
→ -29.4, 4.6, -4.6, 12.5, 1.2, -0.7, 7.7, 9.1, 2.9
- Cc1ccc(C(=O)O)cc1-c1ccc(/C=C2\SC(=O)N(CC(=O)Nc3ccc4c(c3)OCO4)C2=O)o1
→ -34.3, -0.5, -1.9, -0.7, 9.7, 2.9, 25.2, -0.8, 0.0
- CC1(C)Oc2c(ccc(O)c2CN2CCOCC2)C2=C1CCCC2
→ 1.3, -2.7, 0.3, ·, -7.0, -0.6, 1.3, 8.7, -0.4
- CCCCn1c(=NC(=O)c2ccco2)c(C(=O)OCC)cc2c(=O)n3cccc(C)c3nc21
→ -12.0, 2.8, 8.3, 12.6, -11.1, 22.1*, -7.8, -11.5, 5.3
- Cc1cc(C)nc(NS(=O)(=O)c2ccc(NC(=O)c3nn(-c4ccccc4)ccc3=O)cc2)n1
→ 2.5, -5.3, 1.3, 2.7, -3.8, 1.1, -2.0, -6.7, 1.3
- O=C(Cn1nc(-c2ccccc2)ccc1=O)Nc1ccc(-n2cnnn2)cc1
→ 5.3, -3.4, 1.9, 0.8, 4.2, 0.6, 1.0, 7.3, 0.5
- COc1ccc(/C=C/C(=O)NCC(=O)N/N=C/c2cc(Br)ccc2OCc2ccccc2)cc1
→ 20.5, -2.2, 5.6, -0.6, 0.5, -0.9, 3.0, 3.9, 1.8
